# Screening results as filed in PubChem.
# PI4K2A block: blocks human PI4K2A kinase activity. Q9BTU6. purified PI4K2A, ADP-Glo luminescence, 1 h; stronger effect = lower value. activity change, negative = inhibition, % at 76.9 µM. 0.13% of 420,000 active; in the data active means activity change below about -50%; inconclusive means mostly about -30% to -49%;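 further: -100% = wells without enzyme as full effect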
# Target sequence (Q9BTU6 whole entry, looked up): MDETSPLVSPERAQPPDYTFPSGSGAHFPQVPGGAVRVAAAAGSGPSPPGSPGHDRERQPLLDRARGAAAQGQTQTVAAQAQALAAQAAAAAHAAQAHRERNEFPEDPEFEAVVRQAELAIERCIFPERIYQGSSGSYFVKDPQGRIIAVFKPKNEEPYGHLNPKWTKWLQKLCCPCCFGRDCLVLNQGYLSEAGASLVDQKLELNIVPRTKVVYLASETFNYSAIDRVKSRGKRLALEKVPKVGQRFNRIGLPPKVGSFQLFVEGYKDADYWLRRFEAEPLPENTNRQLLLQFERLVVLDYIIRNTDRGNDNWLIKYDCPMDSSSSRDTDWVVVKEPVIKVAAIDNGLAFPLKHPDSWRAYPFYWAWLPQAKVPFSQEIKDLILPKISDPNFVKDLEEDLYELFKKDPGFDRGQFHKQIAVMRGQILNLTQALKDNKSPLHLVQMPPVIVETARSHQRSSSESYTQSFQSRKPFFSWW
#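 In this quantitative HTS, ADP production by PI4K2A was quantified luminescently after 1 h at ambient temperature; 100 microM adenosine served as plate-quality control.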
# GLS inhibitor: blocks human kidney-isoform glutaminase activity | O94925 | GLS enzymatic activity, qHTS titration | Potency, µM (doses to about 45.5 µM), without a hit: top-dose activity change, negative = inhibition, most hits filed as inhibitors | 0.21% of 410,000 active | AID 624170; active means well fitted inhibition curve with a large enough effect; inconclusive means small, poorly fitted or top-dose-only effect, or another doubt; inactive means no such curve, though single readings can be large or run the other way; further: potency means the concentration at half of the fitted maximal effect
# Target sequence (O94925 whole entry, looked up, canonical isoform): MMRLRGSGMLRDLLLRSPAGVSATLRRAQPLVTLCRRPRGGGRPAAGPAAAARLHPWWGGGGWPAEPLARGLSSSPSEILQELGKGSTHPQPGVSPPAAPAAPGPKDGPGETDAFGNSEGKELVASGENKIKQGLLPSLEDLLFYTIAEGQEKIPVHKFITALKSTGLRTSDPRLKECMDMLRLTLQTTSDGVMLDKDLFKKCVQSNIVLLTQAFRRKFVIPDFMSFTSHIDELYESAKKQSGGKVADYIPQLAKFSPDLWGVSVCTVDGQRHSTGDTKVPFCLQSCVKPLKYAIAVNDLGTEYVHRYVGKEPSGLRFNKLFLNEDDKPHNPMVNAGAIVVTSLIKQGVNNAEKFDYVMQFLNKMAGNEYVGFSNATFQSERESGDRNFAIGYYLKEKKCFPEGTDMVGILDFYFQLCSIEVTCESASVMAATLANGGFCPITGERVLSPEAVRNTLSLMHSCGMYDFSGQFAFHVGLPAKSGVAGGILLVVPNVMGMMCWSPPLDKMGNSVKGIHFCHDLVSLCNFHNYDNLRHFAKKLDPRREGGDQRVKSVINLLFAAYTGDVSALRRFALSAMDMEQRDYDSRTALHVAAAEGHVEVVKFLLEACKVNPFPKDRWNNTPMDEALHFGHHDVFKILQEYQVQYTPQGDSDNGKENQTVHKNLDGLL
#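 Glutamate formation by hKGA was monitored fluorometrically using coupled glutamate oxidase, HRP and Amplex Red. Substrate was added as 1 mM L-glutamine solution; incubation was 30 min at RT after an initial read.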
# An asterisk follows results filed as active; ? = inconclusive. Unless noted, on the % scale 0 is the no-effect control and ±100 the full control effect. The list is partial; the hit share may differ from the screen's.
# Start of the data: the first seven records, to show the layout:
# Each structure is followed by: PI4K2A block	GLS inhibitor
> Cc1cccc(COC[C@H](Cc2ccccc2)N2CCN(C(=O)c3cccc(C)c3)CCC2=O)c1
    -1	2%
> CC(C)Nc1ncnc2c1ncn2[C@H]1CN(Cc2ccc(Cl)cc2)C[C@@H](CO)O1
    -3	2%
> O=C(CC[C@H]1O[C@@H](n2ccc(=O)[nH]c2=O)[C@H](O)[C@@H]1O)NCc1cccc2ccccc12
    0	2%
> CC1(C(=O)NS(=O)(=O)c2cccc(C#N)c2)CCN1C(=O)C1(c2ccccc2)CC1 (stereo unspecified)
    -3	0%
> O=C(OC1CC2CC1[C@H]1CCCCN1C2=O)N1CCOCC1 (stereo partly specified)
    0	1%
> CC1(C(=O)NS(=O)(=O)c2ccc(F)cc2F)CCN1C(=O)c1ccc(C2CCCCC2)cc1 (stereo unspecified)
    -8	13%
> CCc1nc2c(OCc3ccccc3C)cccn2c1N(C)C(=O)C(C)C
    2	17%

# This part in full, from the start:
# Each structure is followed by: PI4K2A block	GLS inhibitor
> Cc1cccc(COC[C@H](Cc2ccccc2)N2CCN(C(=O)c3cccc(C)c3)CCC2=O)c1
    -1	2%
> CC(C)Nc1ncnc2c1ncn2[C@H]1CN(Cc2ccc(Cl)cc2)C[C@@H](CO)O1
    -3	2%
> O=C(CC[C@H]1O[C@@H](n2ccc(=O)[nH]c2=O)[C@H](O)[C@@H]1O)NCc1cccc2ccccc12
    0	2%
> CC1(C(=O)NS(=O)(=O)c2cccc(C#N)c2)CCN1C(=O)C1(c2ccccc2)CC1 (stereo unspecified)
    -3	0%
> O=C(OC1CC2CC1[C@H]1CCCCN1C2=O)N1CCOCC1 (stereo partly specified)
    0	1%
> CC1(C(=O)NS(=O)(=O)c2ccc(F)cc2F)CCN1C(=O)c1ccc(C2CCCCC2)cc1 (stereo unspecified)
    -8	13%
> CCc1nc2c(OCc3ccccc3C)cccn2c1N(C)C(=O)C(C)C
    2	17%
> CC1(C(=O)Nc2ccc3c(c2)OCO3)CCN1C(=O)Cc1cccc2ccccc12 (stereo unspecified)
    -2	4%
> OC(c1cccc(Cl)c1)c1nc(-c2ccc3c(c2)OCO3)cs1 (stereo unspecified)
    -5	12%
> COc1cccc(Nc2nc(C(N)c3ccccc3)cs2)n1 (stereo unspecified)
    -7	2%
> CCc1nc2ccc(C(=O)NCCOc3ccc(OC)cc3)cn2c1N(C)Cc1nccn1C
    2	16%
> N#Cc1ccc(Nc2nc(NCc3ccccc3)nc3ccsc23)cc1
    -3	4%
> COc1cc2oc(=O)cc(CN3CCCC3)c2cc1Cl
    -1	7%
> CC1Sc2ccccc2N(Cc2ccc(OC(F)(F)F)cc2)C1=O (stereo unspecified)
    -4	1%
> CCOC(=O)C1=CCN(S(=O)(=O)c2ccc(C)cc2)C1c1ccc(Cl)c(Cl)c1 (stereo unspecified)
    -2	4%
> CC(C)Oc1cc(F)ccc1-c1cc(C(=O)NCCc2ccncc2)[nH]n1
    -1	-4%
> CCCCCCSc1ccc(-c2nc3cnccn3c2NC2CCCCC2)cc1
    -9	1%
> CC1(C(=O)NS(=O)(=O)c2ccc(Cl)cc2)CCN1C(=O)CCc1cccs1 (stereo unspecified)
    -4	8%
> CN(C)C(=O)c1cccc(-c2cnc3c(NC=O)cc(-c4cc(F)c(F)c(F)c4)cn23)c1
    2	4%
> COc1ccccc1NC(=O)Nc1nc(C(N)Cc2ccccc2)cs1 (stereo unspecified)
    -4	23%
> CC(=O)NC(c1cccc(F)c1)c1nc(-c2cc3ccccc3o2)cs1 (stereo unspecified)
    -2	7%
> COc1cccc(CNc2nc3cc(-c4cccc(Cl)c4)sc3c(=O)n2C)c1OC
    5	-20%
> Cc1cccc(C)c1NC(=O)CN(C)CCc1ccccc1
    -1	-5%
> O=C(CSc1nc2cccc(F)c2c(=O)n1-c1ccccc1)Nc1ccc2c(c1)CCC2
    1	1%
> Cc1cc(O)ccc1-c1cc(C(=O)NCc2ccc(F)cc2)[nH]n1
    0	16%
> CC(=O)Nc1ccc(CN(C)c2c(C)nc3ccc(C(=O)N4CCN(C(C)=O)CC4)cn23)cc1
    3	12%
> COc1ccc(-c2nc3ccc(C)cn3c2CC(C)(C)C)cc1OC
    -4	25%
> Cn1cc(CN2CCC(C(=O)NC(c3ccc(F)cc3)c3ccc4ccccc4n3)CC2)c2ccccc21 (stereo unspecified)
    1	-2%
> Cc1ccccc1S(=O)(=O)N1[C@@H](c2cccc(Cl)c2)C(C(=O)OC(C)(C)C)=CC[C@H]1c1ccc(Cl)cc1
    -1	4%
> CC(C)(C)c1ccc(CC(=O)N2CCC2(C)C(=O)NS(=O)(=O)c2cccc(OC(F)F)c2)cc1 (stereo unspecified)
    -8	6%
> COc1ccc(CC(N)c2csc(NC(=O)Nc3cc(OC)ccc3OC)n2)cc1 (stereo unspecified)
    3	11%
> Cn1nccc1-c1coc2c(C(=O)N3CCOCC3)cccc12
    -1	-3%
> CC(=O)NC(c1ccc(F)c(F)c1)c1nc(-c2cccc(C(F)(F)F)c2)cs1 (stereo unspecified)
    -2	-2%
> CCc1nc2c(OCc3ccc(OC)cc3)cccn2c1N(C)C(=O)c1ccc(OC)cc1
    -7	0%
> CC(=O)Nc1ccc(NC(=O)C2Cc3c(-c4cccc(NC(C)=O)c4)ccnc3O2)cc1 (stereo unspecified)
    -3	-2%
> O=C(NCc1ccco1)c1ccc2sc([C@@H]3O[C@H](CO)[C@@H](O)[C@H]3O)nc2c1
    -4	-6%
> CN(Cc1ccccc1)C(=O)[C@@H]1CCCN1C(=O)OC(C)(C)C
    -2	-13%
> CC(N)c1csc(Nc2cc(Oc3ccccc3)ncn2)n1 (stereo unspecified)
    4	9%
> C[C@@H]1CN([C@H](C)CO)C(=O)CCCn2nncc2CO[C@H]1CN(C)CC1CC1
    7	6%
> CSc1ccc(NC(=O)C2(C)CCN2C(=O)Cc2ccc(C(C)(C)C)cc2)cc1 (stereo unspecified)
    0	-2%
> COc1ccc(C(NC(=O)C2CCN(CCOc3ccccc3)CC2)c2ccccn2)cc1 (stereo unspecified)
    -2	5%
> Fc1cccc(Cc2c(-c3cccc(Cl)c3)nc3ccc(Cl)cn23)c1
    0	17%
> Cc1ccc(S(=O)(=O)N2C[C@H]3[C@H]4C(=O)N(Cc5ccccc5)C(=O)[C@H]4CC(=O)[C@H]3[C@@H]2c2ccccc2Cl)cc1
    3	0%
> COc1ccc(C2OC(CCc3ccccc3)Cc3[nH]c(=S)[nH]c(=O)c32)cc1 (stereo unspecified)
    -2	-4%
> CCc1nc2ccc(C(=O)NCCc3c[nH]c4ccccc34)cn2c1N(C)Cc1ccc(N(C)C)cc1
    3	10%
> CC(=O)NCCNc1nc2cc(-c3ccccc3CO)sc2c(=O)n1C
    -3	1%
> C=CCC[C@@H](CCCCC)OC(=O)/C=C/[C@H](O)[C@@H](O)C[C@@H](O)CC=C
    1	-2%
> CC(=O)N1Cc2cc(C(=O)NCc3cccc(F)c3)nc(-c3cccc(C4=CCCC4)c3)c2[C@H]1CCO
    -10	-1%
> CC(C)c1ccc(NC(=O)C2Cc3c(-c4ccc(Cl)cc4)ccnc3O2)cc1 (stereo unspecified)
    2	4%
> COc1ccccc1-c1cnc(C(O)c2ccccc2)[nH]1 (stereo unspecified)
    0	-16%
> Cn1ccc2c(-c3ccc4c(c3)OCCO4)cc3c(c21)C1CCC3C1 (stereo unspecified)
    -3	12%
> O=C(Nc1ccc2nc(C(F)(F)F)[nH]c2c1)[C@@H]1O[C@H](CO)[C@@H](O)[C@H]1O
    0	-3%
> CC1(C(=O)NS(=O)(=O)c2ccc(Cl)cc2)CCN1C(=O)COc1ccc(Cl)cc1 (stereo unspecified)
    -2	-5%
> CNC(=O)C1(C)Cc2c(-c3ccc(NC(C)=O)cc3)ccnc2O1 (stereo unspecified)
    -5	4%
> COCCNC(=O)C1CCCN(C(=O)c2cc(-c3ccccc3)cs2)CC1 (stereo unspecified)
    6	0%
> COc1ccc(-c2cc(NC(C)=O)c3ncc(-c4ccc(OC)c(OC)c4)n3c2)cc1OC
    ?	?
> COc1ccc(F)cc1-c1cc(C(=O)Nc2ccc(C)c(NS(C)(=O)=O)c2)[nH]n1
    -3	10%
> CC(C)c1ccc(CN2CCC2(C)C(=O)Nc2cccc(Oc3ccccc3)c2)cc1 (stereo unspecified)
    2	3%
> CCCCC(=O)N(C)c1c(CC)nc2c(OCc3cccc(Cl)c3)cccn12
    2	0%
> CC(C)(C)Cc1c(-c2cccc(Cl)c2)nc2ccc(Cl)cn12
    -9	1%

# Additional compounds.
# Each structure is followed by: PI4K2A block	GLS inhibitor
> CC(C)Cc1ccc(-c2cc3nc(NCCCn4ccnc4)ccn3n2)cc1
    3	-1%
> COc1ccccc1-c1cncc(NC(C)=O)n1
    4	-21%
> COc1ccc(-c2oc3c(c2C(=O)OCCCO)C(OCCO)CCC3)cc1 (stereo unspecified)
    -3	11%
> CNC(=O)c1ccccc1Sc1ccc2c(/C=C/c3ccccn3)n[nH]c2c1
    -2	-13%
> CC(C)C[C@H]1CN([C@@H](Cc2ccc(O)cc2)CN2CCCC2CN2C(=S)NC[C@@H]2Cc2ccccc2)C(=S)N1CC1CCCCC1 (stereo partly specified)
    11	-18%
> COc1ccc(CNC(=O)c2sc(=O)n(Cc3ccccc3OC)c2C)cc1
    1	2%
> CN(C)CCN1CCN(C2CN(Cc3cn(Cc4cccc(Cl)c4)nn3)S(=O)(=O)C2)CC1 (stereo unspecified)
    -22	2%
> CC(C)NC(=O)N1Cc2cc(C(=O)NCC(F)(F)F)nc(-c3cccc(-c4cc5ccccc5o4)c3)c2[C@@H]1CCO
    -4	-6%
> CC1=C(C(=O)N(C(C)C)C(C)C)CC(CC(=O)NCC2CCCCC2)C(=O)N1Cc1ccc(F)cc1 (stereo unspecified)
    0	-3%
> COC(=O)[C@@]1(Cc2ccc(F)cc2)[C@H]2c3cc(C(=O)N(C)C)n(C)c3C[C@H]2CN1C(=O)c1ccccc1
    6	-11%
> CC1(C(=O)NCc2ccc3c(c2)OCO3)CCN1C(=O)Cc1cccc2ccccc12 (stereo unspecified)
    2	1%
> CCCNC(=O)c1cc(C2CCCCN2C(=O)CCCc2ccccc2)on1 (stereo unspecified)
    -3	-4%
> CC[N+](CC)=N/N=C1\C=CC[N+]([O-])=C1
    8	-10%
> O=C(O)Cn1c(C(=O)Nc2nc(-c3ccccc3Cl)cs2)cc2ccccc21
    -3	18%
> COc1ccc(CNC(=O)Nc2nnc([C@@H]3C[C@H](O)[C@@H](CO)O3)s2)cc1
    -1	-13%
> CCOc1ccc(Cl)cc1-c1cc(C(=O)Nc2ccc(C(C)C)cc2)[nH]n1
    -6	3%
> O=C(NCCCN1CCCC1)c1[nH]c(C(F)(F)F)nc1-c1ccccc1
    -1	-2%
> CN1C(C)(C)CC(O)(C(=O)O)CC1(C)C
    -11	4%
> CN1CCN(C2CN(Cc3cn(Cc4ccccc4)nn3)S(=O)(=O)C2)CC1 (stereo unspecified)
    -6	1%
> O=S1(=O)CC(N2CCN(CC3CC3)CC2)CN1C1CCCCC1 (stereo unspecified)
    -2	-3%
> COc1ccccc1CNC(=O)Nc1nc(C(N)Cc2ccc(Cl)cc2)cs1 (stereo unspecified)
    -7	10%
> CCc1ccc2c(c1)NC(=O)C2(C)Cc1ccccc1C#N (stereo unspecified)
    3	15%
> CC(=O)Nc1ccc(NC(=O)C2Cc3c(-c4ccc(Cl)cc4)ccnc3O2)cc1 (stereo unspecified)
    -4	4%
> CCN(CC)c1ncnc2c1ncn2[C@H]1CN(CCOC)C[C@@H](CO)O1
    0	0%
> COc1cccc(CNC(=O)[C@@H]2CCCN2C(=O)[C@@H]2CCCN2C(=O)c2cccc3ccccc23)c1
    -1	-1%
> Nc1nc2ccccc2n1S(=O)(=O)c1ccc(Cl)cc1
    0	8%
> CCOC(=O)C1=CCN(S(=O)(=O)c2ccccc2F)C1c1ccccc1 (stereo unspecified)
    -3	-1%
> COc1ccc([C@H]2CC(=O)C[C@@H](CCn3cc(Cc4ccccc4)nn3)O2)cc1
    -3	2%
> COc1cc(C(=O)N2CCCC(C)(C(=O)NS(=O)(=O)C3CC3)C2)cc(OC)c1OC (stereo unspecified)
    6	0%
> COCCNC(=O)C1(C)CCCN(Cc2cc(-c3ccccc3)on2)C1 (stereo unspecified)
    -1	-3%

# Sorted by the number under GLS inhibitor (lowest first): some entries from above.
# Each structure is followed by: PI4K2A block	GLS inhibitor
> CCCNC(=O)c1cc(C2CCCCN2C(=O)CCCc2ccccc2)on1 (stereo unspecified)
    -3	-4%
> CC(C)(C)Cc1c(-c2cccc(Cl)c2)nc2ccc(Cl)cn12
    -9	1%
> CC(=O)Nc1ccc(NC(=O)C2Cc3c(-c4ccc(Cl)cc4)ccnc3O2)cc1 (stereo unspecified)
    -4	4%

# Three structures from above, sorted by heavy-atom count, falling:
# Each structure is followed by: PI4K2A block	GLS inhibitor
> CC(=O)Nc1ccc(NC(=O)C2Cc3c(-c4ccc(Cl)cc4)ccnc3O2)cc1 (stereo unspecified)
    -4	4%
> CNC(=O)c1ccccc1Sc1ccc2c(/C=C/c3ccccn3)n[nH]c2c1
    -2	-13%
> O=C(NCCCN1CCCC1)c1[nH]c(C(F)(F)F)nc1-c1ccccc1
    -1	-2%

# Other structures.
# Each structure is followed by: PI4K2A block	GLS inhibitor
> CC(=O)Nc1ccc(-c2ccnc3c2CC(C(=O)Nc2cccc(C(F)(F)F)c2)O3)cc1 (stereo unspecified)
    -4	3%
> COc1ccc(-c2cc3c(c4c2ccn4C)C2CCC3C2)cc1OC (stereo unspecified)
    1	17%
> CNc1ccc(-c2ccccc2OC)cn1
    5	-8%
> CC(=O)c1cccc(NC(=O)C2Cc3c(-c4ccccc4Oc4ccccc4)ccnc3O2)c1 (stereo unspecified)
    1	3%
> Nc1nc2ccc(Cl)cc2cc1C(=O)NC1CC1
    1	-1%
